# High-throughput results: PubChem BioAssay, Sanford-Burnham Center for Chemical Genomics
# mIAP inh: blocks mouse intestinal alkaline phosphatase; purified mouse IAP, CDP-Star luminescence, 30 min; inhibition, % at 10 µM; 330,000 compounds, 0.2% hits;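 active = inhibition of at least 40% at 10 µM in the primary screen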;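 note: plate controls were DMSO with enzyme for no effect and no enzyme wells for full effect; values of inactives mirror those of a sister screen read the other way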
# PfG6PD inh: PfG6PD (Plasmodium falciparum) enzyme inhibition; PfGluPho enzyme, NADPH resazurin-diaphorase fluorescence; 350,000 compounds, 0.78% hits; inhibition, % at 20 µM;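 active = inhibition reaching at least a set limit at 20 µM in the primary screen, cut at about 59% in these data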;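 note: 0% = DMSO wells with substrate and 100% = DMSO wells lacking glucose-6-phosphate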
# hIAP inh: blocks human intestinal alkaline phosphatase; P09923; purified IAP, CDP-Star luminescence, 30 min; inhibition, % at 10 µM; 330,000 compounds, 0.12% hits;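 active = inhibition reaching a set limit with compound at 10 µM in the primary screen, cut at about 35% in these data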;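 note: plate controls were DMSO wells with enzyme for no effect and no-enzyme buffer wells for full effect; values of inactives mirror those of a sister screen read the other way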
# Target sequence (P09923 whole entry, looked up): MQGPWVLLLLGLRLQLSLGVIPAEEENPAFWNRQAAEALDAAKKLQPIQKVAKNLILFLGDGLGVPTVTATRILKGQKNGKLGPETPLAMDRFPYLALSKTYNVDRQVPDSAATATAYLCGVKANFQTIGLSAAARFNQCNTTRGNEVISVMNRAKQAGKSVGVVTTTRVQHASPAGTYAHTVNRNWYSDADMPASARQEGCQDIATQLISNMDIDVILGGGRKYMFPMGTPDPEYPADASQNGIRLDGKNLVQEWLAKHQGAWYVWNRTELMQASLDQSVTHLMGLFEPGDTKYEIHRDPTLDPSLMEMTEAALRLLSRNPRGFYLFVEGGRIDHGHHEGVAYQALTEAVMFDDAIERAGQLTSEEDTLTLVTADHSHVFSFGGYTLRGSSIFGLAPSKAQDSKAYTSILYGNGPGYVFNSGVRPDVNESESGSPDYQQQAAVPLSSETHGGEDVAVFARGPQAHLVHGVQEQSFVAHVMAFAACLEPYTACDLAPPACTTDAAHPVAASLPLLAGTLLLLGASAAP
# ATG4B inhibitor: blocks human ATG4B protease cleavage of LC3 substrate; inhibition, % at 8.33 µM; Q9Y4P1; ATG4B cleavage of LC3-PLA2, NBD-HPC fluorescence, 1 h; AID 504462; 340,000 compounds, 0.51% hits; in the data active = inhibition above about 40%
# Target sequence (Q9Y4P1 whole entry, looked up): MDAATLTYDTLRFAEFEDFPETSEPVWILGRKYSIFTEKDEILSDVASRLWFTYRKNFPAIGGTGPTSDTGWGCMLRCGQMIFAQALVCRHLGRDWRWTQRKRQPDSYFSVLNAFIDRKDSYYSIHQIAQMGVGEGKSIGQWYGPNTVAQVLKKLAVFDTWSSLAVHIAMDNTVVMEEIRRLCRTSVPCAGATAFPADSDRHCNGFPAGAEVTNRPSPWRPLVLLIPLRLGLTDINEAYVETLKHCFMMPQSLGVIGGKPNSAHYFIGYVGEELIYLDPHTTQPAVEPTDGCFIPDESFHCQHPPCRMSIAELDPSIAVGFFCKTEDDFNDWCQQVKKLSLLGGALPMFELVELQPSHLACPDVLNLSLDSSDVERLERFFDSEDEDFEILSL
# mIAP act: mouse IAP activation | muIAP, CDP-Star luminescence, 30 min; stronger effect = higher value; 1 = vehicle-only enzyme signal, 0 = enzyme-free wells | activation factor at 10 µM | 330,000 compounds, 0.24% hits;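 active = activation factor of at least 2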; note: the source names both 10 and 20 µM as test concentration; values of inactives mirror those of a sister screen read the other way
#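 Assay system: mouse IAP enzyme / Compound: DMSO-dissolved test compounds / Timing: 30 min, room temperature / Measured by: luminescence from enzymatic CDP-Star hydrolysis / Control set: DMSO-only wells, enzyme-free buffer wells as negative control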
# APOBEC3A inh: blocks human APOBEC3A ssDNA deamination; P31941; recombinant A3A, FAM/TAMRA ssDNA deamination fluorescence; inhibition, % at 20 µM; 330,000 compounds, 0.41% hits; AID 493011;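 active = at least 40% inhibition at 20 µM here, with at most 30% in a related deaminase screen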;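 note: plate controls were A3A with DMSO for no effect and wells lacking A3A enzyme for full effect; some results filed as inactive read as strong as hits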
# hIAP activ: human IAP activation; activation factor at 10 µM; 330,000 compounds, 0.16% hits; P09923; purified human IAP, CDP-Star luminescence, 30 min; stronger effect = higher value; 1 = vehicle-only enzyme, 0 = enzyme-free background;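 active = activation factor of the enzyme at least 2-fold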; note: the source names both 10 and 20 µM as test concentration; values of inactives mirror those of a sister screen read the other way
# HKDC1 inh: blocks human hexokinase HKDC1 activity | Q2TB90 | recombinant HKDC1, G6PDH/diaphorase resazurin coupled fluorescence | inhibition, % at 20 µM | 340,000 compounds, 0.16% hits | AID 493160;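 active = inhibition above about 35% when tested at 20 µM, limit read from the data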;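 note: plate controls were DMSO wells with enzyme for no effect and DMSO wells lacking enzyme for full effect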
#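 Test system: HK5 enzyme. Quantity: 5 µg/mL HK5 final. Reagent: glucose and ATP substrates. Schedule: 90 min reaction incubation at room temperature, dark. Technique: resazurin-to-resorufin fluorescence via G6PDH and diaphorase coupling, 525/613 nm. Control set: DMSO wells with and without enzyme mix.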
# * hit, by the source's call; nt = not tested or not shown.
hIAP activ	HKDC1 inh	mIAP act	APOBEC3A inh	mIAP inh	ATG4B inhibitor	PfG6PD inh	hIAP inh	structure
0.99	-3	1.1	23	-12	4	16	1	FC(F)(F)c1cccnc1Oc1ccc(C2=NCCS2)cc1
1.1	5	0.94	4	6	11	14	-10	CCN(Cc1nc2cc(Cl)ccc2c(=O)[nH]1)C(=O)c1cc(C2CC2)nn1-c1ccccc1
0.99	-5	1	7	-4	-14	10	1	CCN(CC)CCn1c2ccccc2c2nc(C)sc21
0.94	-2	0.99	-3	1	0	4	6	O=C(Nc1ccc(Cc2ccncc2)cc1)c1ccco1
1	-8	0.85	-3	15	0	-1	-1	CC(C)Sc1ncnc2c1oc1ccccc12
0.97	-5	1	-7	-4	5	-26	3	Cc1ccccc1C(=O)NC1CCN(CC(=O)NC2CCCCC2)CC1
1	8	1.1	-6	-8	10	5	0	CCn1ncc(C(=O)Nc2cccc(Cl)c2)c1C
0.91	-6	0.92	-1	8	-3	4	9	CC(C)c1cc2cc3ccc(=O)oc3cc2o1
0.88	-11	1.1	0	-10	-2	11	12	N/C(=N\N=C\c1ccc2c(c1)OCO2)c1nonc1N
1.2	-4	0.99	-3	0	13	-7	-17	O=C(c1ccc2c(=O)n(CCc3ccccc3)c(=O)[nH]c2c1)N1CCN(c2ccccc2)CC1
0.97	-8	0.96	-9	4	16	-3	3	COc1ccccc1Cn1c(=S)[nH]c2cc(C(=O)N3CCCC3)ccc2c1=O
0.96	-1	1	-1	-1	-3	-6	4	CSc1nnc(C)c(=O)n1COC(=O)c1ccc(S(=O)(=O)N(C)C)cc1
1	-6	0.98	-3	2	-7	6	-4	N#CCCN(CCN1CCCC1)S(=O)(=O)c1ccc(-c2ccc([N+](=O)[O-])cc2)cc1
0.87	-7	1.1	6	-6	6	-4	13	COc1ccccc1N(CC(=O)NCC1CCCO1)C(=O)CNS(=O)(=O)c1ccc(C)cc1 (stereo not given)
0.97	3	0.92	-5	8	1	-22	3	COc1ccc(NC(=O)c2ccccc2NC(=O)c2ccccc2C(=O)O)c(OC)c1
1	1	0.96	3	4	-14	-1	-3	CC(C)(C)c1cc(C(=O)Nc2ccccc2)ccn1
0.98	-3	1	-2	-2	-2	-19	2	Cc1nnc(NC(=O)C2(c3ccccc3)CCOCC2)s1
0.96	0	0.96	-3	4	-8	28	4	C[C@H](CO)N1C[C@H](C)[C@@H](CN(C)C(=O)Nc2ccc3c(c2)OCO3)Oc2ccc(NS(=O)(=O)c3cn(C)cn3)cc2C1=O
0.98	3	0.84	-6	16	-3	-3	2	O=c1[nH]c(SCc2ccc([N+](=O)[O-])cc2)nc2[nH]ncc12
0.95	0	0.87	1	13	-4	-2	5	CCNc1nc(NCC)nc(SCCOC(=O)COc2ccc(Cl)cc2Cl)n1
0.99	-4	1	0	-3	1	1	1	O=C(CCc1ccccc1)Nc1ccccc1C(F)(F)F
0.78	-7	1.1	-2	-6	11	-3	22	CCCc1nn2c(=O)cc(CSCC(=O)Nc3ccc(F)cc3)nc2s1
0.98	-6	1.1	-4	-13	-5	5	2	COc1ccc(/C=C/C(=O)N2CCC(C(N)=O)CC2)cc1S(=O)(=O)N1CCOCC1
0.82	-4	0.88	-2	12	1	13	18	CCN(c1ccc(OC)cc1)S(=O)(=O)c1nnc(NC(=O)c2ccc(C)cc2)s1

# Entries of single compounds from above:
# O=c1[nH]c(SCc2ccc([N+](=O)[O-])cc2)nc2[nH]ncc12 is entered as hIAP activ = 0.98; HKDC1 inh = 3; mIAP act = 0.84; APOBEC3A inh = -6; mIAP inh = 16; ATG4B inhibitor = -3; PfG6PD inh = -3; hIAP inh = 2
# CCNc1nc(NCC)nc(SCCOC(=O)COc2ccc(Cl)cc2Cl)n1 is entered as hIAP activ = 0.95; HKDC1 inh = 0; mIAP act = 0.87; APOBEC3A inh = 1; mIAP inh = 13; ATG4B inhibitor = -4; PfG6PD inh = -2; hIAP inh = 5

# Following part
hIAP activ	HKDC1 inh	mIAP act	APOBEC3A inh	mIAP inh	ATG4B inhibitor	PfG6PD inh	hIAP inh	structure
1	0	0.88	0	12	20	0	-1	CCOC(=O)C1(CCOc2ccccc2)CCN(Cc2cc(OC)cc(OC)c2)CC1
0.99	-6	0.87	-2	13	1	-9	0	COCCn1c(C)cc(/C=C(\C#N)C(=O)OC(C)C(=O)Nc2ccc(NC(C)=O)cc2)c1C (stereo not given)
1.1	15	1.1	-9	-5	1	8	-8	O=C(CCl)Nc1cn(-c2ccccc2)nc1-c1ccc(F)cc1
1.1	-5	1	0	0	-11	16	-8	CCOC(=O)c1ccc(Nc2cnc3ccccc3n2)cc1
nt	-3	1.2	-1	-19	-10	8	nt	CC(C)N(C(=O)[C@H]1C[C@H](CC(=O)NCCC2=CCCCC2)C(=O)N2CCc3c([nH]c4cc(CCC(=O)N(C)C)ccc34)[C@]12C)C(C)C
1.1	1	0.99	-3	1	-9	0	-12	Cc1ccc(NC2=C(Cl)C(=O)OC2OC(=O)c2ccco2)c(C)c1 (stereo not given)
1.1	-2	1	-1	-5	-8	6	-6	N#C/C(=C(/O)CO/N=C/c1ccccc1Cl)c1nc2ccccc2[nH]1
1.2	-3	1.1	-1	-12	-2	4	-17	CCCc1cc(-n2ccnc2C)n2c(nc3ccccc32)c1C#N
0.97	-3	1	-3	-4	-3	-45	3	Nc1nc2ccc(S(=O)(=O)c3ccc4nc(N)sc4c3)cc2s1
1.1	-8	0.91	-1	9	-7	9	-13	COc1ccc(-n2c3c(cc(C(=O)NC4CCSC4=O)c2=O)C(=O)CC(C)(C)C3)cc1 (stereo not given)
0.93	-6	0.96	1	4	-3	-14	7	O=C(O)CCSc1nnc(CNc2ccc(Cl)cc2)n1Cc1ccccc1
1.2	-4	0.98	-1	2	-18	-3	-24	CCOC(=O)c1c(C)[nH]c(C(=O)COC(=O)c2oc3ccc(OC)cc3c2C)c1C
1.2	-9	0.91	-4	9	-3	-25	-17	O=C(Nc1nnc(SCc2ccc(F)cc2)s1)C1CC(=O)N(Cc2ccccc2)C1 (stereo not given)
0.86	3	0.98	-3	2	15	5	14	COc1ccccc1-c1nc(COc2ccc(Cl)cc2Cl)no1
1.2	-6	1	-5	0	1	-22	-16	CCOc1cc(C2/C(=C(/O)c3ccc(OC(C)C)cc3)C(=O)C(=O)N2CCCOC)ccc1O (stereo not given)
0.99	-7	1	-1	-5	-14	14	1	CCN(CCCNC(=O)CN1C(=O)COc2ccccc21)c1cccc(C)c1
1.3	-11	0.95	1	5	4	-45	-25	CCOc1ccc(-c2nnc(NC(=O)c3ccc(OCC(C)C)c(OC)c3)o2)cc1
0.91	3	0.94	4	6	23	4	9	Cc1cc(C)n(-c2nc(SCCN(C)C)c3c4c(sc3n2)CCCC4)n1
1.2	-4	1	-19	-4	-7	-3	-18	COc1ccc(OC)c(NC(=O)Cn2c(=O)oc3ccccc32)c1
1.1	5	0.96	-3	4	17	6	-13	O=C(NCc1ccc2c(c1)OCO2)c1cc(COc2c(F)cccc2F)on1
0.96	0	0.88	0	12	-8	2	4	NC(=O)CC(NC(=O)c1ccccc1)c1ccc(NCc2ccc(F)c(F)c2)c([N+](=O)[O-])c1 (stereo not given)
1.1	-7	1	-2	-4	6	-11	-14	CC(=O)N(c1ccc(N(C(C)=O)S(=O)(=O)c2ccccc2)cc1)S(=O)(=O)c1ccccc1
0.95	-4	0.69	-5	30	0	10	5	CCCCN(Cc1cc2cc(OC)ccc2[nH]c1=O)S(=O)(=O)c1ccc(C)cc1
0.94	2	0.9	-6	10	7	-27	6	CCCCCCCCCc1nc2sc3c(c2c(=O)n1NC(=O)c1ccc([N+](=O)[O-])cc1)CC(C)(C)OC3
1	-1	0.94	-2	6	-4	-7	0	CCOC(=O)N1CCN(CC(=O)Nc2cccc(Br)c2)CC1
0.99	-7	0.89	1	11	-20	-4	1	C=CCn1c(SCc2ccc(Cl)c(Cl)c2)nnc1C(CO)NC(=O)c1ccc(OC)cc1 (stereo not given)
0.88	-6	0.97	2	2	5	11	12	CCCCNCC#CCOc1cc(C)ccc1C(C)C
1.1	-5	0.97	4	3	3	-13	-9	Cn1nnnc1SCC(=O)N1CCN(Cc2ccccc2)CC1
0.94	-4	1	9	-1	-13	13	6	CCN1CCN(c2ccc(NC(=O)c3ccc(C#N)cc3F)cc2Cl)CC1
1	0	0.95	-1	5	-15	-7	-2	O=C1c2ccccc2C(=O)N1CCCc1nc(-c2ccncc2)no1
0.9	-10	0.95	-2	5	5	1	10	Cn1nc(-c2ccc(C(=O)Nc3cccc(Cl)c3)cc2)c2ccccc2c1=O
0.86	-9	1	-3	-2	-3	-3	14	COc1cc(C(=O)OCC(=O)c2c(N)n(C)c(=O)n(C)c2=O)ccc1OCCC(C)C
0.92	-3	1	1	-2	6	-5	8	Cc1cnc(NC(=O)c2c(Cl)cnn2C)s1
0.93	-5	0.96	-1	4	-12	48	7	CC(NC(=O)Nc1ccc([N+](=O)[O-])cc1)C(c1cccs1)N1CCCC1 (stereo not given)
0.98	-3	0.98	-1	2	-5	8	2	O=C(Nc1cccnc1)c1cc2cc(Br)ccc2o1
1.1	3	0.98	-1	2	-3	12	-10	CC1C(=O)N2CCCc3cc(S(=O)(=O)N4CCCCC4)cc1c32 (stereo not given)
0.92	4	1	-4	0	8	-21	8	Cc1cc(C)nc(N(C#N)Cc2ccccc2Cl)n1
1	-13	1	1	-2	7	-22	-4	CN(C)CCOC(=O)C1(c2ccccc2)CCCC1
0.92	-3	0.95	-1	5	-3	-6	8	COCCNC(=O)Cn1nc(-c2ccccc2)c2ccccc2c1=O
0.81	-2	0.94	-1	6	-8	9	19	CCCCCCn1cc(C(=O)OCC)c(=O)c2cc(F)c(F)cc21
1	-1	0.96	-5	4	4	-19	0	CCC(=O)Nc1ccc(C(=O)OCC(=O)c2ccc(C)c([N+](=O)[O-])c2)cc1
1.2	-5	1.1	-3	-13	-4	5	-15	COC(=O)[C@]1(C)N[C@H](CN(C)S(=O)(=O)c2ccc(F)cc2)[C@@H]2C(=O)N(C)C(=O)[C@@H]21
0.99	-4	0.53	10	47*	-5	37	1	Cc1cc(C(=O)N/N=C/c2ccc([N+](=O)[O-])o2)c(C)o1
0.99	-5	0.93	-5	7	-11	-7	1	CC(=O)N(Cc1cccs1)C1CCOC(C)(C)C1 (stereo not given)
0.97	-4	1	-1	0	-6	4	3	COC(=O)C(C)N(C(=O)c1cccc2ccccc12)c1c(C)cccc1C (stereo not given)
1	-4	1.1	-4	-9	0	8	-5	CN1CCN(S(=O)(=O)c2ccc(Nc3ccc(F)cc3)nc2)CC1
1.2	2	1.1	-1	-7	4	-23	-15	O=C(O)C(Cc1ccccc1)NS(=O)(=O)c1ccc(Cl)cc1 (stereo not given)
0.87	-7	1	-2	0	-6	3	13	COc1ccc(S(=O)(=O)Nc2cccc3c2O[C@@H](CN(C)Cc2ccc(C(=O)O)cc2)[C@@H](C)CN([C@H](C)CO)C3=O)cc1
1.1	-3	0.9	1	10	0	1	-8	COc1ccc(-c2c[n+](CC(=O)c3cccs3)c3n2CCC3)cc1
0.94	-9	0.96	-2	4	-9	0	6	CCOC(=O)N1CCN(C(=O)c2cn(CC)c3ccc(S(=O)(=O)N4CC(C)CC(C)C4)cc3c2=O)CC1 (stereo not given)
0.94	0	1.1	3	-8	-8	-5	6	O=C(c1cccc(-c2nnc(-c3ccccc3)o2)c1)N1CCCCC1
